GLS inh: glutaminase GLS (human) inhibition. 410,000 compounds, 0.21% hits. Potency, µM (series often up to 45.5 µM), for inactives: top-dose activity change, negative = inhibition, most hits filed as inhibitors. GLS enzymatic activity, qHTS titration. O94925; note: % is set by controls: 0 for no effect and ±100 for the full control effect
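Compounds were pin-transferred onto hKGA, after which L-glutamine (1 mM solution) and a detection mix of glutamate oxidase, HRP and Amplex Red were added. Initial and 30 min RT fluorescence reads were collected.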
JMJD2A Tudor inh: inhibitors of human JMJD2A Tudor domain; AID 504339; O75164; 390,000 compounds, 4.4% hits; AlphaScreen JMJD2A-Tudor / H3K4me3 peptide binding; Potency, µM (titrated, usually from 114 µM), for the others: at the highest dose activity change, negative = inhibition, actives largely listed as inhibitors; note: % is set by controls: 0 for no effect and ±100 for the full control effect; nearly all actives have a fitted effect of over 50% in size
Pin1 inh: human Pin1 inhibition; Q13526; Pin1 FP peptide displacement, HiFluor488, 10 min; Potency, µM (series often up to 115 µM), inactives show at the top dose activity, negative = inhibition, most hits filed as inhibitors; 390,000 compounds, 0.009% hits; active = well fitted inhibition curve with a large enough effect in the polarisation, with a control signal flat, not every such curve was filed as active; inconclusive = small, poorly fitted or top-dose-only effect, or effect the other way, or a change in a side signal; inactive = no such curve, though single readings can be large or run the other way; the % refers to the polarisation; note: % is set by controls: 0 for no effect and ±100 for the full control effect
HP1b binding inh: blocks HP1-beta chromodomain binding to methylated histone tails | AlphaScreen HP1-beta / biotin-H3K9me3 peptide binding | Potency, µM (series often up to 114 µM), for inactives: at the highest dose activity change, negative = inhibition, most hits filed as inhibitors | 390,000 compounds, 0.56% hits | AID 540317; note: nearly all actives have a fitted effect of over 70% in size; inactives centre near 23
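Compound inhibition of the preformed complex between 50 nM HP1-beta and 50 nM biotinylated H3K9me3 peptide was read by AlphaScreen. Buffer was PBS pH 7.4 with 0.01% Tween-20. Incubations ran 30 min at room temperature, with 10 ug/mL donor/acceptor beads.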
BLM inh: blocks DNA unwinding by human BLM helicase | Potency, µM (highest dose often 56.1 µM), for the others: top-dose activity change, negative = inhibition, most hits filed as inhibitors | recombinant BLM DNA unwinding, fluorescence dequenching | AID 2528 | 350,000 compounds, 0.2% hits | P54132;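 note: plate controls were vehicle for no effect and no enzyme for full effect; nearly all actives have a fitted effect of over 35% in size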
POLI inh: blocks human DNA polymerase iota activity; Q9UNA4; Pol iota fluorescent replication assay, 10 min; Potency, µM (highest dose often 115 µM), for the others: at the highest dose activity, negative = inhibition, actives largely listed as inhibitors; AID 588590; 390,000 compounds, 1% hits
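Pol iota at 10 nM preincubated 15 min with compounds at room temperature; reaction started with fluorescent substrate, 50 nM final. Fluorescence read kinetically at 0 and 10 min; buffer-only wells as negative control.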
G9a block: inhibitors of human histone lysine methyltransferase G9a. G9a H3K9 monomethylation, AlphaScreen, 2 h. Potency, µM (highest dose often 102 µM), for inactives: at the highest dose activity, negative = inhibition, usual class: inhibitors. 350,000 compounds, 8.8% hits. AID 504332; note: % is set by controls: 0 for no effect and ±100 for the full control effect; nearly all actives have a fitted effect of over 75% in size
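Chemiluminescent proximity detection of H3K9 monomethylation, read after 10 min bead incubation in the dark. Reaction: 20 nM G9a, 500 nM biotin-H3K9 peptide, 20 uM SAM cofactor, 2 h, room temperature, following 15 min enzyme-compound preincubation.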
Tb PGK inh: inhibitors of T. brucei phosphoglycerate kinase; P07378; PGK/GAPDH coupled, Kinase-Glo luminescence, 60 min; Potency, µM (doses to about 57.5 µM), without a hit: top-dose activity change, negative = inhibition, usual class: inhibitors; 380,000 compounds, 0.043% hits; AID 602233; note: % is set by controls: 0 for no effect and ±100 for the full control effect; nearly all actives have a fitted effect of over 60% in size
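Recombinant glycosomal PGK reaction used 1,3-bisphosphoglycerate generated in-well by GAPDH (100nM final) in 100mM TEA pH 7.6, 5mM MgCl2, 0.01% Tween-20. After 60 minutes at room temperature, ATP was read by Kinase-Glo Plus luminescence end-point.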
BAZ2B inh: blocks human BAZ2B; AlphaScreen BAZ2B-H3K14Ac peptide displacement; Potency, µM (doses to about 114 µM), inactives show at the top dose activity change, negative = inhibition, actives largely listed as inhibitors; AID 504333; 360,000 compounds, 4.4% hits; Q9UIF8; note: % is set by controls: 0 for no effect and ±100 for the full control effect; nearly all actives have a fitted effect of over 60% in size
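Protein-peptide AlphaScreen: BAZ2B 50 nM, b-H3K14Ac 50 nM, 1x PBS pH 7.4 + 0.01% Tween-20. Preincubation 30 min RT; cpd 30 min RT (top 110 uM); beads 20 min RT, light-protected.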
* hit, by the source's call; i = inactive; ? = inconclusive; nt = not tested or not shown; [ ] = dose if it differs, or a comment. Unless noted, calls come from the whole dose curve; as a rule, active = well fitted curve in the direction sought with a large enough effect; inconclusive = small, poorly fitted or top-dose-only effect, or another doubt; inactive = no such curve, though single readings can be large; an effect the other way counts as inactive or inconclusive. Potency is the fitted concentration of half-maximal effect. Only part of the results is shown; rates above refer to the full screens.

POLI inh | BLM inh | G9a block | BAZ2B inh | GLS inh | JMJD2A Tudor inh | Tb PGK inh | Pin1 inh | HP1b binding inh | Compound
? | nt | nt | nt | 31% | ? | 1% | nt | 11% | Cc1ccc(S(=O)(=O)N2[C@@H](c3ccc(Br)cc3)C(C(=O)O)=CC[C@H]2c2ccc(C(C)C)cc2)cc1
10% | nt | nt | nt | 20% | ? | i | 13% | 1% | Cc1ccc(S(=O)(=O)Nc2ccc3c(c2)CC(=O)N([C@H](C)CO)C[C@H](C)[C@H](CN(C)Cc2ccc4c(c2)OCO4)O3)cc1
-4% | 1% | 20%[59 µM] | -5% | 6% | -6% | -6% | 9% | 18% | O=c1[nH]ncc(NCCCO)c1Cl
-2% | -2% | 18µM* | nt | -1% | -8% | i | -5% | 32% | CCOC(=O)c1cc2c(n(-c3ccc(C)cc3)c1=O)CCCC2=O
13% | -2% | -2% | -13%[57.1 µM] | -10% | -18% | 5% | 6% | 24% | Cc1[nH]c2ccc(C(=O)NCc3ccccn3)cc2c1C
-22% | nt | nt | nt | -9% | 25µM* | -11% | 7% | ? | COc1ccc(Br)cc1CN(C)CC(=O)Nc1cccc(S(=O)(=O)N2CCCC2)c1
79µM* | 8% | 17% | 1% | 19% | -11% | 10% | -3% | 7% | COc1ccc(CN2CCC(Oc3cc(C(=O)NC4CC4)ccc3OC)CC2)c(O)c1
15% | 1% | ? | nt | 8% | -10% | i | 5% | 27% | CC1Cc2ccccc2N1C(=O)CSc1nc(-c2ccco2)cc(C(F)(F)F)n1 (stereo unspecified)
42% | -3% | nt | -7% | -4% | -14% | i | 45%[activator] | 44%[activator] | COc1ccccc1Nc1nnc(SCC(=O)Nc2nc(-c3ccc(F)cc3)cs2)s1
6% | -6% | 17% | -1% | -14% | -2% | -7% | -2% | 29% | COc1ccc(CSCC(=O)Nc2ccccc2)cc1[N+](=O)[O-]
11% | -4% | ? | 4% | 31% | -7% | 1% | 0% | 16% | Cc1ccc(S(=O)(=O)NNC(=O)NC23CC4CC(CC(C4)C2)C3)cc1
33%[activator] | 3% | 18% | 6% | 8% | 0% | i | -11% | 33%[activator] | CCCCNc1c(NC(C)=O)c(=O)oc2ccccc12
? | 0% | ? | ? | 18µM* | ? | ? | -8% | -12% | Cc1ccc(OCc2ccoc2C(=O)O)cc1C
? | -5% | ? | 6% | 5% | -13% | 0% | 10% | 15% | CC(CCc1ccco1)NC(=O)Cn1nc(Cc2ccncc2)c2ccccc2c1=O (stereo unspecified)
13% | -11% | -5%[59 µM] | -6% | 5% | -7% | -8% | -1% | 33%[activator] | Oc1ccccc1Cn1c(-c2ccccc2O)nc2ccccc21
? | -3% | -29%[2.33 µM] | -36% | 4% | -20% | -7% | -2% | 14% | Cc1c(NC(=O)c2cc3nc(-c4ccccc4)cc(C)n3n2)c(=O)n(-c2ccccc2)n1C
5% | 0% | -2% | -13% | -6% | 4% | 2% | -2% | 27% | Cc1c(-n2c(SCC(=O)NC(C)C)nc3ccccc3c2=O)c(=O)n(-c2ccccc2)n1C
9% | -7% | -9%[12.7 µM] | 4% | 14% | -2% | 0% | -7% | 29% | COc1ccc(NC(=O)CNc2cccc(C#N)c2)cc1Cl
8% | 3% | ? | -26% | 3% | -14% | i | -2% | 17% | COc1cc2c(cc1OC)CN(S(=O)(=O)c1cccs1)CC2
24% | nt | 6%[0.501 µM] | 0% | -1% | -2% | 9% | 3% | 53%[activator] | COc1ccc(-c2c(C#Cc3ccsc3)c3cc(-c4ccc(OC)nc4)ccc3n2C)cc1
6% | 0% | 22%[12.7 µM] | 4% | 20% | -3% | i | -3% | 25% | NC(=O)C1CCN(C(=O)CSc2nc3ccccc3s2)CC1
35%[activator] | -6% | ? | ? | 1% | -31% | -3%[11.5 µM] | ? | -12% | CCN1C(=S)SC(=O)C1=C1C=C(C)N(CCO)C(C)=C1
10µM* | -7% | 32µM* | ? | 10% | 7.9µM* | i | 1% | ? | Cc1ccc2occ(C3N[C@H](C(=O)O)CS3)c(=O)c2c1 (stereo partly specified)
-24% | -10% | ? | ? | 51%[activator] | ? | -2% | 21% | -21% | CC(=O)N1CCN(c2ccc(NCc3ccc4c(c3)OCO4)cc2)CC1
7% | -18% | -36%[59 µM] | ? | 5% | ? | 1% | 30% | -22% | O=[N+]([O-])c1ccc(NC(=S)NCCc2ccc(Cl)cc2)cc1
21% | ? | -49%[59 µM] | -32% | -12% | ? | -9% | 52%[activator] | 31% | CCOc1ccc(N2CC(c3nc4ccccc4n3CCOc3ccc(OC)cc3)CC2=O)cc1 (stereo unspecified)
-18% | 4% | -20%[59 µM] | -4% | -2% | -22% | -3% | 2% | 61%[activator] | COC(=O)CSc1nc2nc(C)cc(C)n2n1
6.3µM* | -13% | 28µM* | ? | 2% | 45µM* | -5% | ? | -21% | CNc1ccc(Br)cc(C(=O)/C=C/c2cccc(Cl)c2Cl)c1=O
140%[activator] | 3% | -44% | -10% | 5% | -10% | -9% | 2% | 8% | Cc1ccsc1C(=O)N/N=C/c1ccc([N+](=O)[O-])cc1
18% | -2% | 8% | -16% | 0% | -5% | -8% | 5% | 49%[activator] | COCCNC(=O)C(c1cccnc1)N(Cc1ccccc1)C(=O)Cn1nnc2ccccc21 (stereo unspecified)
25% | nt | 4%[59 µM] | -2% | -1% | -7% | i | 0% | 12% | Cc1cc(C)n2nc(C(=O)OCC(=O)Nc3ccc(F)cc3F)nc2n1
5% | -1% | 12%[12.7 µM] | 12% | -10% | -15%[11.4 µM] | -4% | 17% | 43%[activator] | COc1ccc(OC/C(O)=C(\C#N)c2nc3ccccc3[nH]2)cc1
-1% | -4% | -1% | 7% | 0% | 14% | -1% | -3% | 24% | O=C(c1cc(COc2c(F)cccc2F)on1)N1CCSCC1
? | 4% | 6%[59 µM] | 12% | 12% | -12% | i | 16% | 46%[activator] | CCOC(=O)c1c(NC(=O)CSc2nnc(-c3cccnc3)o2)sc2c1CCC2
70%[activator] | -8% | 50%[activator][59 µM] | -4% | -4% | 1% | 0% | 0% | 39%[activator] | FC(F)(F)c1cccc(NC(=S)NCc2ccc(Cl)cc2)c1
39%[activator] | -2% | 7%[59 µM] | -21% | 7% | -22% | 1% | 1% | 7% | Cc1ccc(NC(=O)COc2cccnc2[N+](=O)[O-])cc1S(=O)(=O)N1CCOCC1
-16% | 0% | -3% | 3% | 11% | -11% | 7% | 0% | 50%[activator] | Cc1nc(SCC(N)=O)c(C#N)c(C)c1C
113%[activator] | 1% | -2% | 1% | 6% | -7% | -5% | -5% | 23% | Cc1cccc(-c2ncc(CN3CCN(CCC(C)C)C(CCO)C3)cn2)c1 (stereo unspecified)
1% | nt | ? | 5% | -8% | -15% | -2% | -2% | 13% | COc1ccccc1C(=O)NCC(=O)NCCC(c1ccccc1)c1ccccc1
? | -2% | 2% | -4% | -5% | 4% | 4% | -1% | 41%[activator] | CN(CC(=O)Nc1ccccc1F)Cc1cccs1
24% | 1% | 13% | -2% | 7% | -13% | -13% | -18% | 31% | COc1ccc(CN2CCN(C3CCOCC3)CC2CCO)c(C)c1C (stereo unspecified)
? | -11% | -4% | -4% | -12% | -22% | 4% | 42%[activator] | 15% | COc1ccc(-c2noc(CSc3nnc(Cc4ccccc4)n3-c3ccc(Cl)cc3)n2)cc1
68%[activator] | -12% | ? | -22% | 0% | -36% | -3% | -2% | 8% | O=C(COC(=O)c1cc(S(=O)(=O)Nc2ccccc2Cl)ccc1O)Nc1nc2ccccc2s1
52%[activator] | -1% | 10% | 6% | 0% | -16% | -7% | -29% | 32% | CN(C)C(=O)c1ccc(OCC(F)(F)F)nc1
-4% | 1% | ? | -6% | -4% | -24% | i | 3% | 45%[activator] | CCOC(=O)c1cccc(NC(=O)CSc2nc(N)cc(N)n2)c1

Structural class: those above with bromine.
POLI inh | BLM inh | G9a block | BAZ2B inh | GLS inh | JMJD2A Tudor inh | Tb PGK inh | Pin1 inh | HP1b binding inh | Compound
? | nt | nt | nt | 31% | ? | 1% | nt | 11% | Cc1ccc(S(=O)(=O)N2[C@@H](c3ccc(Br)cc3)C(C(=O)O)=CC[C@H]2c2ccc(C(C)C)cc2)cc1
-22% | nt | nt | nt | -9% | 25µM* | -11% | 7% | ? | COc1ccc(Br)cc1CN(C)CC(=O)Nc1cccc(S(=O)(=O)N2CCCC2)c1
6.3µM* | -13% | 28µM* | ? | 2% | 45µM* | -5% | ? | -21% | CNc1ccc(Br)cc(C(=O)/C=C/c2cccc(Cl)c2Cl)c1=O

Next part:
POLI inh | BLM inh | G9a block | BAZ2B inh | GLS inh | JMJD2A Tudor inh | Tb PGK inh | Pin1 inh | HP1b binding inh | Compound
17% | -2% | 13%[59 µM] | 6% | 12% | 5% | 8% | -12% | 61%[activator] | COc1ccc(Oc2nnc(C)c3ccccc23)cc1
-8% | -12% | -17%[59 µM] | 3% | -15% | -14% | i | 11% | 17% | CSc1cccc(NC(=O)C2CCCN(S(=O)(=O)c3ccc(F)cc3)C2)c1 (stereo unspecified)
64%[activator] | -4% | -13% | -2% | -5% | 10% | i | -1% | 21% | Nc1ccc(S(=O)(=O)NC2(C(F)(F)F)NC(=O)N(Cc3ccccc3)C2=O)cc1 (stereo unspecified)
-1% | -5% | ? | ? | 1% | -11% | i | 0% | 49%[activator] | COc1cccc(OC(=O)CSc2nnc(-c3cccs3)o2)c1
-14% | -5% | -8%[59 µM] | 4% | -9% | -16% | -1% | 3% | 18% | CC1CCc2c(sc(NC(=O)c3cc(-c4ccc(Br)cc4)on3)c2C(N)=O)C1 (stereo unspecified)
31%[activator] | 3% | 6%[59 µM] | 5% | 2% | -11% | -7% | 2% | 17% | O=C1CN(C(=O)COC(=O)CNC(=O)c2ccccc2)c2ccccc2N1
12% | -1% | 3% | ? | 8% | -3% | -7% | -14% | 0% | CSCCC(C)N1CCC(Oc2ccc(C(=O)N3CCCC3)cc2)CC1 (stereo unspecified)
